# Assay outcomes: PubChem, The Scripps Research Institute Molecular Screening Center
# MITF inh: MITF inhibitors, primary screen, biochemical, AlphaScreen, human; AID 1259374, 2018; AlphaScreen MITF homodimerization, bead proximity signal; inhibition, % at 2.6 µM; 650,000 tested, 0.91% active; Microphthalmia-associated transcription factor (Homo sapiens), O75030; in the data active means inhibition above about 50%;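 further: 0% = vehicle wells with protein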
# Target sequence (O75030 whole entry, looked up): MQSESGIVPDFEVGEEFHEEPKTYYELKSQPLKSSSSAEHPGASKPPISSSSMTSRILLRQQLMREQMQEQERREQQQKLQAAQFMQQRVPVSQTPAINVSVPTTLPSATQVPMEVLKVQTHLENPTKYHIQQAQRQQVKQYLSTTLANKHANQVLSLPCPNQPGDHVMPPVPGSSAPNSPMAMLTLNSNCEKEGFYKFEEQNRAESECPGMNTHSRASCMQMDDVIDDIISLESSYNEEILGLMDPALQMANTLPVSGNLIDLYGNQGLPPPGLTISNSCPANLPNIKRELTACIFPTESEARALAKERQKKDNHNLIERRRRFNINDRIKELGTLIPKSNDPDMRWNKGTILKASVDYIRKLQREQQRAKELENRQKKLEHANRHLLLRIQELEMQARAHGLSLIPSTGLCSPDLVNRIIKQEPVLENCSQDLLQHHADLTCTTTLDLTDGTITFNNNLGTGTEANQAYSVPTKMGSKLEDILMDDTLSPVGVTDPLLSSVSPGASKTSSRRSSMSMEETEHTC
# GPR151 ag: activators of human GPR151, primary screen, cell-based, PathHunter beta-arrestin, luminescence. AID 1508602, 2020. activation, % at 11.2 µM. 650,000 tested, 1% active. PathHunter beta-arrestin GPR151 cells. G-protein coupled receptor 151 (Homo sapiens), Q8TDV0; in the data active means activation above about 4.9%;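 further: 0% = median of compound wells and 100% = cells with positive control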
# Target sequence (Q8TDV0 whole entry, looked up): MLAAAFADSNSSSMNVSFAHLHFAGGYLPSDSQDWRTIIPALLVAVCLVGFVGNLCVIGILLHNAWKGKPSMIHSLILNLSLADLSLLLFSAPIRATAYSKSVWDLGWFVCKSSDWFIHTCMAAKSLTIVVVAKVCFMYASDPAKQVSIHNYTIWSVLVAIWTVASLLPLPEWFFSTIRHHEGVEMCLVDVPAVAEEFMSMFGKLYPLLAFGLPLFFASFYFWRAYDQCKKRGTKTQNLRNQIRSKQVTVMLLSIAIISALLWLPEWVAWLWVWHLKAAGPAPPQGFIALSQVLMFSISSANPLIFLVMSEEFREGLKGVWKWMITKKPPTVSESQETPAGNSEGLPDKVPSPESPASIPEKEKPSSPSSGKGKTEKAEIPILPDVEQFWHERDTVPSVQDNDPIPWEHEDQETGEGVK
# FBW7 activator: FBW7 E3 ligase activators, primary screen, biochemical, AlphaScreen, human; F-box/WD repeat-containing protein 7 (Homo sapiens), Q969H0; AlphaScreen FBW7–phospho-cyclin E peptide binding, activator screen; normalized activity (activation), % at 26.1 µM; 650,000 tested, 0.13% active; AID 1259310, 2017; in the data active means normalized activity above about 1.9%;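 further: purified mutant Fbw7 with reduced substrate affinity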
# TEAD-YAP block: TEAD-YAP interaction inhibition, primary screen, TEAD-YAP interaction inhibitor project, luminescence, HEK-TIYL cells; inhibition, % at 9.12 µM; 640,000 tested, 1.4% active; AID 1259422, 2018; TEAD-Gal4/YAP UAS-luciferase luminescence; in the data active means inhibition above about 32%;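 further: 0% = median of test compound wells and 100% = reference inhibitor wells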
# Active calls of the source: *; x = not tested or not shown; & = joins results of further samples.
1	CC12C=CC3(CN(Cc4ccccc4)C(=O)C3C1C(=O)NCc1ccccc1)O2 (stereo not drawn)
2	CCSc1nc2sccn2c(=O)c1C(=O)NCc1ccc2c(c1)OCO2
3	COC(=O)c1ccc(NC(=O)CSc2nc(-c3ccccc3)cs2)cc1
4	CC(NC(=O)Cc1cc(=O)[nH]c(SCc2cccc(Cl)c2)n1)c1ccccc1 (stereo not drawn)
5	Cc1ccc(NC(=O)/C=C/c2ccc([N+](=O)[O-])cc2)cc1
6	Cc1c(NC(=O)C2CCCN(S(=O)(=O)c3cnc[nH]3)C2)c(=O)n(-c2ccccc2)n1C (stereo not drawn)
7	CC1CN2C(=O)Cc3c(S(=O)(=O)N4CCCc5ccccc54)ccc(c32)S1 (stereo not drawn)
8	CCOc1ccc(NC(=O)c2ccccc2SC)cc1
Screen / compound no.,1,2,3,4,5,6,7,8
MITF inh,5.3,2.5,2.1,-1.0,-1.4,7.6,4.9,6.5
GPR151 ag,1.3,0.2,-7.9,-0.6,-0.7,0.0,1.5,1.3
FBW7 activator,0.5,-0.2,0.3,-0.2,-0.1,0.1,0.0,0.0
TEAD-YAP block,-1.3,-14.1,-16.8,6.8,-15.7,9.8,8.7,-36.6

9	Cc1ccc(C(=O)CSc2nnc(-c3ccco3)o2)c(C)c1
10	CCCC(C(=O)O)C(C)CC(=O)Nc1ccccc1Cl (stereo not drawn)
11	COCCN1C(=O)CC(CC(=O)N2CCC(c3ccncc3)CC2)(c2ccccc2C)C1=O (stereo not drawn)
12	Cc1cc(C(=O)N2CCC(C(Cc3ccc(F)cc3F)N(C)C(=O)C3CC3)CC2)c(C)o1 (stereo not drawn)
13	S=c1[nH]c2c(n1-c1ccccc1)CCCC2
14	O=[N+]([O-])c1ccc(/C=N/n2cn[nH]c2=S)cc1
15	COC(=O)c1c(NC(=O)c2cc(OC)c(OC)c(OC)c2)sc2c1C(C(=O)OC)CC2 (stereo not drawn)
16	CCCCCNC1=C(c2cn(C)c3ccccc23)C(=O)N(C)C1=O
Screen / compound no.,9,10,11,12,13,14,15,16
MITF inh,0.6,3.3,0.0,1.1,-3.6,-8.7,13.9,6.4
GPR151 ag,-1.6,-0.5,-0.5,-0.3,1.0,3.7,0.1,0.4
FBW7 activator,-0.2,0.9,0.2,-0.2,-0.1,-0.2,0.4,x
TEAD-YAP block,-2.3,10.8,-1.6,0.7,-7.4,-0.5,0.7,x

17	CCS(=O)(=O)N1CCC(C(=O)NCc2ccc(F)cc2)CC1
18	COc1ccc(-c2ccc3c(c2)COC2(CCN(C(=O)C4CC4)CC2)O3)cc1OC
19	COc1ccc2c(c1)CC(c1nc3cc(-c4cn[nH]c4)ccc3o1)CO2 (stereo not drawn)
20	Cn1c(Nc2nc(Nc3ccc4c(c3)OCO4)c3ncn(CCN4CCCC4=O)c3n2)nc2ccccc21
21	COc1cccc(-c2noc(CCC(=O)NC3CCCC3)n2)c1
22	O=C(O)COc1ccc(C(=O)c2ccccc2)cc1
23	CC1(C)Cc2c(sc3nc(=S)[nH]c(N)c23)CS1
24	Cc1cccnc1NC(=O)c1c(F)cccc1F
Screen / compound no.,17,18,19,20,21,22,23,24
MITF inh,7.7,-1.7,33.5,1.7,-13.4,19.4,-16.0,5.2
GPR151 ag,-1.6,-0.4,0.7,-0.5,-0.1,-2.3,0.6,-0.6
FBW7 activator,0.1,-0.2,0.8,-0.2,-0.1,0.9,-0.2,-0.1
TEAD-YAP block,0.1,-2.5,-2.1,-0.4,1.6,4.4,16.7,6.8

# Part of the list above, reduced to MITF inh and FBW7 activator.
item	Molecule	MITF inh	FBW7 activator
19	COc1ccc2c(c1)CC(c1nc3cc(-c4cn[nH]c4)ccc3o1)CO2 (stereo not drawn)	33.5	0.8
20	Cn1c(Nc2nc(Nc3ccc4c(c3)OCO4)c3ncn(CCN4CCCC4=O)c3n2)nc2ccccc21	1.7	-0.2
21	COc1cccc(-c2noc(CCC(=O)NC3CCCC3)n2)c1	-13.4	-0.1

# New compounds follow
25	O=C(O)COc1ccccc1/C=N/NC(=O)c1ccncc1
26	CCOc1ccc2nc(SC(c3ccccc3)(c3ccccc3)c3ccccc3)sc2c1
27	NC(=O)CSc1nc2ncccc2c(=O)n1Cc1ccccc1Cl
28	Cc1nc2cc(-c3cccc(F)c3)nn2c(C)c1CCC(=O)NCc1ccc2c(c1)OCO2
29	CS(=O)(=O)c1ccc2c(c1)nc(NCCCO)c1nccn12
30	CCC(C)NC(=O)CCn1c(=O)[nH]c2cc(OC)c(OC)cc2c1=O (stereo not drawn)
31	COc1ccc(Cl)cc1/C=N/NC(=O)c1ccc(C)nc1
32	Cc1cc(C)c(NC(=O)Nc2ccccc2)c(Cl)n1
Screen / compound no.,25,26,27,28,29,30,31,32
MITF inh,18.5,3.9,-2.3,13.4,3.9,-6.6,-3.2,10.6
GPR151 ag,-2.5,-2.5,-0.8,-0.2,-1.2,1.7,1.2,1.0
FBW7 activator,0.0,0.5,-0.2,-0.1,0.0,-0.1,-0.1,0.0
TEAD-YAP block,2.5,-29.7,-6.8,1.0,-9.3,-4.6,-1.9,-8.0

33	COCC(=O)N(CCc1ccccc1)Cc1cc2cccc(C)c2n2nnnc12
34	Cc1c(Cl)cccc1NS(=O)(=O)c1cc2c3c(c1)C(C)C(=O)N3CCC2 (stereo not drawn)
35	O=C(Nc1ccccc1F)c1cc2ccc(O)cc2oc1=O
36	CNC(=O)c1cc2cc([N+](=O)[O-])ccc2oc1=O
37	O=C(c1cccs1)C1C(c2ccc3c(c2)OCO3)NC(=S)NC1(O)C(F)(F)F (stereo not drawn)
38	COc1ccc(C(=O)NCCC(=O)NCC(OC)OC)cc1OC
39	O=C(N/N=C/C=C/c1ccco1)c1ccccc1Cl
40	CCOc1ccc(NC(=O)CC23CC4CC(C2)CC(n2nnc(C)n2)(C4)C3)cc1
Screen / compound no.,33,34,35,36,37,38,39,40
MITF inh,8.7,4.2,0.1,7.8,-2.3,5.8,40.2,2.5
GPR151 ag,0.5,0.8,-9.4,-0.7,1.0,-2.2,0.3,0.3
FBW7 activator,0.1,-0.1,0.1,0.3,0.0,0.0,-0.2,0.2
TEAD-YAP block,-2.1,-1.1,-37.7,13.4,6.3,2.0,-4.1,-3.7

41	Cc1cc2cc(CNC(=O)c3c(F)cccc3Cl)ccc2[nH]1
42	NS(=O)(=O)c1ccc(O)c2ccccc12
43	O=C(NC1CC1)c1c(O)c2c([nH]c1=O)CCCC2
44	C=C(C)CNC(=S)Nc1ccccn1
45	O=C(CSc1nc2ccccc2o1)Nc1ccc(NC(=O)CSc2nc3ccccc3o2)cc1
46	C=CCN1C(=O)S/C(=C/c2cc(Cl)c(O)c(Br)c2)C1=O
47	CCOC(=O)c1c(NC(=O)CSc2nnc(-c3cccnc3)o2)sc2c1CCCC2
48	COc1ccc(N=C2NC(=O)/C(=C/c3ccc(O)c(OC)c3)S2)cc1
Screen / compound no.,41,42,43,44,45,46,47,48
MITF inh,10.1,13.7,3.5,-5.1&26.8,10.2,-4.4,-2.0,6.7
GPR151 ag,0.8,1.0,2.2,-0.3&0.6,1.1,2.0,-1.9,-1.2
FBW7 activator,0.0,0.1,-0.1,0.2&0.2,-0.1,0.0,0.1,0.0
TEAD-YAP block,-4.6,-2.1,0.0,9.4&12.0,12.7,3.9,-0.3,7.1

# Molecules shown so far that have fluorine:
12	Cc1cc(C(=O)N2CCC(C(Cc3ccc(F)cc3F)N(C)C(=O)C3CC3)CC2)c(C)o1 (stereo not drawn)
17	CCS(=O)(=O)N1CCC(C(=O)NCc2ccc(F)cc2)CC1
24	Cc1cccnc1NC(=O)c1c(F)cccc1F
28	Cc1nc2cc(-c3cccc(F)c3)nn2c(C)c1CCC(=O)NCc1ccc2c(c1)OCO2
35	O=C(Nc1ccccc1F)c1cc2ccc(O)cc2oc1=O
37	O=C(c1cccs1)C1C(c2ccc3c(c2)OCO3)NC(=S)NC1(O)C(F)(F)F (stereo not drawn)
41	Cc1cc2cc(CNC(=O)c3c(F)cccc3Cl)ccc2[nH]1
Screen / compound no.,12,17,24,28,35,37,41
MITF inh,1.1,7.7,5.2,13.4,0.1,-2.3,10.1
GPR151 ag,-0.3,-1.6,-0.6,-0.2,-9.4,1.0,0.8
FBW7 activator,-0.2,0.1,-0.1,-0.1,0.1,0.0,0.0
TEAD-YAP block,0.7,0.1,6.8,1.0,-37.7,6.3,-4.6

# Next records follow:
49	O=C1Nc2ccccc2C1(O)c1c[nH]c2ccccc12 (stereo not drawn)
50	COc1ccc(C(=O)N[C@@H](CCSC)c2nc3ccccc3[nH]2)cc1[N+](=O)[O-]
51	COc1cc(CN2CCN(C(=O)c3cc(OC)c(OC)c(OC)c3)CC2)c([N+](=O)[O-])cc1OC
52	Cc1cc(Br)cc(C)c1NC(=O)c1ccc(Cl)cc1Cl
53	NS(=O)(=O)c1ccc(Nc2c(C(=O)O)cc([N+](=O)[O-])cc2[N+](=O)[O-])cc1
54	CC(NC(=O)C(=O)N1CCOCC1)C(c1cccs1)N1CCOCC1 (stereo not drawn)
55	Cn1nnn(CN2CCc3ccccc3C2)c1=S
56	O=S(=O)(NCc1ccc(-c2cccs2)s1)c1ccc(N2CCOCC2)nc1
Screen / compound no.,49,50,51,52,53,54,55,56
MITF inh,3.5,14.7,36.0,8.5,8.6,12.6,-3.4,10.5
GPR151 ag,-0.9,-0.7,-1.5,0.0,0.5,-0.3,-0.1,0.2
FBW7 activator,0.1,0.0,-0.4,0.7,0.0,0.0,-0.1,0.5
TEAD-YAP block,-5.5,8.8,-3.8,6.3,-4.5,-3.0,-8.3,-2.9

57	Cc1ccc(-n2[nH]c(C)c(C=Nc3ccc4nc(C)[nH]c4c3)c2=O)cc1
58	Cc1ccc(C(=O)N2N=C(C(C)C)CC2(O)C(F)(F)F)cc1 (stereo not drawn)
59	CC(C)NC(=O)c1nn2c(C(F)(F)F)cc(-c3cccs3)nc2c1Br
60	Cc1ccc(C(=O)c2ccc(C)c(C)c2)cc1C
61	CCC(=O)C1=C(c2ccc(F)cc2)N(C(=O)CC)n2c(CC)nnc2S1
62	CCc1ccccc1NC(=O)c1ccc(=O)n(Cc2cccc(Cl)c2)c1
63	Cc1ccc2nc(/C(C#N)=C\c3cccc([N+](=O)[O-])c3)[nH]c2c1
64	COc1ccc(-c2[nH]nc3c2C(c2cccnc2)C(C#N)=C(N)O3)cc1 (stereo not drawn)
Screen / compound no.,57,58,59,60,61,62,63,64
MITF inh,-7.4,3.6,15.0,-16.2,-2.1,7.8,-3.3,-0.8
GPR151 ag,-1.8,-0.9,1.1,0.0,-0.6,2.2,0.9,1.2
FBW7 activator,0.0,-0.1,1.0,0.0,-0.8,0.0,0.0,-0.3
TEAD-YAP block,-21.7,-4.6,9.3,-30.2,4.5,-4.2,-27.5,-4.0

65	CCCCC[C@H](O)/C=C/[C@H]1C(=O)CC(=O)[C@@H]1CCCCCCC(=O)O
66	N#Cc1ccc(N=c2oc3ccc([N+](=O)[O-])cc3cc2C(N)=O)cc1
67	COc1ccccc1NC(=O)CN1C(=O)CC(c2ccccc2)=Nc2ccccc21
68	COc1cc(NC(=O)CSc2nnc(C)s2)cc(OC)c1
69	O=C(CCNc1ccc(I)cc1)c1cccs1
70	Cc1ccc(-c2nnc(NC(=O)C(C)C)o2)cc1C
71	C=CCn1cc(C(=O)NCCCOCC)c(=O)c2cc(S(=O)(=O)N(CC)CC)ccc21
72	CCOC(=O)Cc1csc(NC(=O)c2ccco2)n1
Screen / compound no.,65,66,67,68,69,70,71,72
MITF inh,1.5,18.1,12.2,7.3,0.6,-6.9,3.5,17.4
GPR151 ag,-1.4,-1.9,-0.1,1.0,1.2,1.0,0.2,-0.3
FBW7 activator,x,-0.1,-0.1,0.0,0.1,-0.1,-0.4,0.2
TEAD-YAP block,x,4.3,3.5,-7.4,-26.0,-14.6,-20.2,-46.6

73	CC(=O)Oc1c(Sc2ccccc2[N+](=O)[O-])c(C)nn1C(C)(C)C
74	COc1ccc(OC)c(C2NC(=O)NC(C)=C2C(=O)OC2CCCCC2)c1 (stereo not drawn)
75	Cc1ccc(NC(=O)C2C3CCCCC32)cc1C (stereo not drawn)
76	COc1ccc(-c2[nH]nc3c2C(c2ccco2)C(C#N)=C(N)O3)cc1 (stereo not drawn)
77	O=C(NCc1ccco1)C1CC12CCN(Cc1cccn1-c1ccccn1)CC2 (stereo not drawn)
78	COC(=O)c1c(NC(=O)c2ccccc2Cl)sc2c1CC(C)(C)NC2(C)C
79	COc1cc(C)c(C(C)C)cc1S(=O)(=O)NCCN1CCOCC1
80	CC(=O)N1N=C(c2cccc([N+](=O)[O-])c2)CC1c1ccc(Br)cc1 (stereo not drawn)
Screen / compound no.,73,74,75,76,77,78,79,80
MITF inh,0.4,1.5,-6.6,-1.7,-2.8,14.9,-0.1,14.3
GPR151 ag,3.9,-1.5,0.6,0.4,0.6,0.8,1.3,2.9
FBW7 activator,-0.2,-0.1,0.0,-0.1,0.0,0.1,-0.1,-0.1
TEAD-YAP block,26.4,5.6,-53.0,3.7,-12.3,-6.5,0.7,4.0
